Wnt bcat act – Wnt/beta-catenin pathway activators, primary screen, cell-based, plate reader, single point | Wnt/beta-catenin reporter cell assay, activator | activation, % at 9.35 µM | 1.2% of 300,000 active | AID 743398, 2014; in the data active = activation above about 30%, passing the limit was not always enough; inconclusive = no clear call, values can overlap the other calls;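 also: 0% = neutral control wells and 100% = positive control wells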
CAL PDZ FP-1 – untagged CAL PDZ binding inhibitors, primary screen, biochemical, fluorescence polarization, HTS; AID 602252, 2012; Golgi-associated PDZ and coiled-coil motif-containing protein (Homo sapiens), Q9HD26; purified CAL PDZ, TMR-peptide fluorescence polarization, 1 h; 0.92% of 300,000 active; inhibition, % at 24.9 µM;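 active = mean inhibition of at least 30% with at least half of replicates also reaching 30%; inconclusive = no clear call, values can overlap the other calls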;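 also: 0% = DMSO neutral control and 100% = excess unlabeled competitor peptide PRC23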
V-ATPase pHluor – regulators of yeast V-ATPase proton pumping, primary screen, pHLuorin cytosolic pH fluorescence; S. cerevisiae; response, % at 10 µM; 0.37% of 350,000 active; AID 504577, 2011; in the data active = response mostly above about 7.3%, no sharp cut-off; inactive = mostly below about 5.4%; also: actives read high; inactives centre near 0; some compounds called inactive have numbers as strong as hits
RTF Ca sens act – cardiac RTF calcium sensitivity activators, primary screen, biochemical, IANBD-TnC fluorescence, EC20 calcium; activation, % at 7.2 µM; Troponin I, cardiac muscle (Homo sapiens) + Troponin T, cardiac muscle (Homo sapiens) + …; IANBD-labeled TnC RTF fluorescence at EC20 calcium; 0% EC20 calcium, 100% full calcium; 0.24% of 340,000 active;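 active = activation above the mean over all tested compounds plus 3 SD, cut at about 30% in these data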;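 also: rise in fluorescence read as greater calcium sensitivity of cardiac thin filaments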
CAL PDZ FP-2 – CAL PDZ peptide-binding inhibitors, primary screen, biochemical, fluorescence polarization, Cer-tagged CAL PDZ, HTS; purified CAL PDZ, TMR-peptide fluorescence polarization, 1 h; inhibition, % at 20 µM; 0.02% of 330,000 active; AID 504414, 2011;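 active = highest replicate inhibition of at least 40%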;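 also: plate controls were DMSO neutral control wells for no effect and unlabeled competitor peptide control wells for full effect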
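Control set: unlabelled peptide and DMSO controls / Material: purified CerCALP PDZ construct / Timing: 1 h incubation at room temperature before polarization reading / Doses: 20 µM, one dose / Detection: fluorescence polarization (mP)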
CDK5 p35 inh – inhibitors of human CDK5/p35 kinase, primary screen, biochemical, single concentration. inhibition, % at 10 µM. Cyclin-dependent kinase 5 (Homo sapiens) + Cyclin-dependent kinase 5 activator 1 (Homo …. Recombinant CDK5/p35, ADP-Glo luminescence, 60 min. 0.01% of 330,000 active;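 active = highest replicate inhibition of at least 50% and at least 75% of replicates reaching 50%; inconclusive = only one of the two criteria met; inactive = both criteria failed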;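 also: plate controls were DMSO neutral control for no effect and GW8510 at 10 µM for full effect; many of its hits are not listed in these tables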
Tat transport – E. coli Tat export inhibitors, primary screen, MC4100, TorA-mCherry reporter, fluorescence, single point | 0.036% of 340,000 active | inhibition, % at 10 µM;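 active = mean replicate inhibition at least 50% and at least half of replicates individually reaching 50%; inconclusive = only one of the two criteria met; inactive = neither criterion met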;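 also: exported cargo escapes ClpAP degradation while cytoplasmic cargo is degraded and loses fluorescence; 0% = median of neutral control wells and 100% = median of NaSCN control wells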
Rtt109 HAT inh – inhibitors of C. albicans Rtt109/Vps75 HAT, primary screen, biochemical, ThioGlo CoA-SH fluorescence, plate reader; Histone acetyltransferase RTT109 (Candida albicans (strain SC5314 / ATCC MYA-2876)), …; purified Rtt109/Vps75, 4 h; inhibition, % at 34.9 µM; 0.16% of 330,000 active; AID 540336, 2011;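 active = inhibition of at least 50% in every replicate; inconclusive = best replicate reaches 50% inhibition but some replicates fall short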
Target sequence (Q5AAJ8 whole entry, looked up): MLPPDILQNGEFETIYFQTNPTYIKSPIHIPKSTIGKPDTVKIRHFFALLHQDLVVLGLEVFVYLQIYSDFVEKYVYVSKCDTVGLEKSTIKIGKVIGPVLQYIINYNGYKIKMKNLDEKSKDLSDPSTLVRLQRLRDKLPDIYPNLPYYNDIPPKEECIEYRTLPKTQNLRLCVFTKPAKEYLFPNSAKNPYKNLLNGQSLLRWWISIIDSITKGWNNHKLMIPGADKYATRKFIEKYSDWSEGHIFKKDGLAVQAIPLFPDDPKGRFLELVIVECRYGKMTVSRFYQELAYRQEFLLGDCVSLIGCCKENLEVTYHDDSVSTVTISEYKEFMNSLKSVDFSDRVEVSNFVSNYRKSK
MITF TRPM1 HTS – activators of MITF-driven TRPM1 promoter reporter, primary screen, cell-based, SK-MEL-5, luciferase, single point; activation, % at 12.5 µM; 0.75% of 300,000 active; SK-MEL-5 TRPM1-promoter luciferase, 24 h; % of positive control, neutral wells = 0;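 active = mean activation of at least 80% with every replicate also reaching 80%; inconclusive = mean reaches 80% but some replicate falls short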;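 also: 0% = neutral control wells and 100% = parthenolide positive control wells; values of inactives mirror those of a sister screen read the other way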
dFosB act – activators of delta FosB homodimer, primary screen, biochemical, fluorescence polarization, TAMRA-CDK5 oligo, single point | Protein FosB (Mus musculus), P13346 | purified delta FosB; percent of positive-control signal above neutral wells | activation, % at 25 µM | 0.99% of 340,000 active;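 active = mean activation above about 17%, with every replicate also reaching it, limit read from the data, passing the limit was not always enough; inconclusive = only one of the two conditions met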;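 also: fluorescence polarization rise as delta FosB binds a TAMRA Cdk5 AP-1 oligo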
Target sequence (P13346 whole entry, looked up): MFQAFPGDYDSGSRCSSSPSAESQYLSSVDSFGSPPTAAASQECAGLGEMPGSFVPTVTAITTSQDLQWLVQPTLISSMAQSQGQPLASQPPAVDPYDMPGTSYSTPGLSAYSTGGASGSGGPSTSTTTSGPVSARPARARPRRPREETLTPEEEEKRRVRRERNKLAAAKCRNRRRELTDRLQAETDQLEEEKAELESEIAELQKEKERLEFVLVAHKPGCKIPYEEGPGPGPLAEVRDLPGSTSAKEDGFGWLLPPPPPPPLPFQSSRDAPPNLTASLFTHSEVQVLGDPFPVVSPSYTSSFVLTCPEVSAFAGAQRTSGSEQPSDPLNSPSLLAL
* hit, by the source's call; ? = inconclusive; / = not tested or not shown.

SMILES	Wnt bcat act	CAL PDZ FP-1	V-ATPase pHluor	RTF Ca sens act	CAL PDZ FP-2	CDK5 p35 inh	Tat transport	Rtt109 HAT inh	MITF TRPM1 HTS	dFosB act
CCOC(=O)C1=C(OCc2ccc(Cl)cc2)C2C=C(C)C=CC2N=C1 (configuration not stated)	2	0	2	-6	-3.2	-3.7	-1	1	-6	-9
CC(O)[C@H]1CNC(=O)C(=O)N1CC1CCCCC1 (some centres not stated)	-6	-1	-1	-5	-1.0	-0.6	-4	-2	-2	3
Cc1c(NS(=O)(=O)c2ccc(NCC3CCCO3)c([N+](=O)[O-])c2)c(=O)n(-c2ccccc2)n1C (configuration not stated)	-4	-4	0	-3	-0.3	-0.5	-1	-1	-5	-7
COc1ccc(OCC(O)CN(CC(O)COc2ccc(OC)cc2)c2cccc(O)c2)cc1 (configuration not stated)	-4	5	0	-3	-0.2	0.0	11	1	1	-6
CCn1c(N)c(C(=O)Nc2ccccc2C(=O)OC)sc1=S	/	-17	1	1	-11	0.9	4	-13	-5	-24
O=C(O)CCC(=O)Nc1ccc(S(=O)(=O)c2ccc(NC(=O)CCC(=O)O)cc2)cc1	0	-1	-1	1	0.2	-0.5	3	14	-10	3
CCOc1ccc(N2C(=O)CC(N(C)Cc3ccccc3)C2=O)cc1 (configuration not stated)	-2	-5	0	1	-0.1	-1.3	-5	8	12	4
COc1ccc(Cl)cc1NC(=O)Nc1ccc(C(=O)N2CCOCC2)cc1	-4	0	-1	-5	-2.7	-2.0	-1	4	2	-4
CCOc1ccc(OCC(=O)OCc2cc(=O)n3cc(Br)ccc3n2)cc1	1	/	0	-2	0.2	-0.1	-4	3	3	-11
Cc1cccc(OCC(=O)NCc2ccccc2)c1	-1	-4	-1	3	0.1	-1.9	3	-7	-1	3
O=C(c1ccc(S(=O)(=O)N2CCCC2)cc1)N1CCC(CN2C(=O)c3cccc4cccc(c34)C2=O)CC1	-1	-6	2	0	-1.4	-1.7	1	-2	-1	-7
CCN1C(c2ccccc2)=C(c2ccccc2)S/C1=C/C=C1\SC(=S)N(C)C1=O	-5	36*	3	-5	-1.9	4.0	-7	12	-36	-3
Cc1ccc(S(=O)(=O)Nc2cnc3ccccc3c2)cc1	-1	-1	9.9*	9	-0.8	-2.0	3	4	-1	-12
O=C(Nc1cccc(S(=O)(=O)N2CCCCC2)c1)C1CC(=O)N(c2ccc3c(c2)OCCO3)C1 (configuration not stated)	-3	-2	2	-2	-2.3	0.2	-3	1	-7	-8
Cn1c(CCNC(=O)c2ccccc2F)nnc1SCC(=O)Nc1ccccc1F	1	2	0	-6	-0.8	1.8	-4	2	-1	-5
COc1cc(NC(=O)Cn2ccsc2=N)cc(OC)c1	-10	0	-1	0	-2.3	2.2	-7	-5	1	-4
c1ccc(Cn2c(NCc3ccncc3)nc3ccccc32)cc1	-1	-4	0	-3	-0.2	-0.8	-6	-21	-7	-4
Cc1c(NC(=O)c2cccs2)c(=O)n(-c2ccccc2)n1C	1	0	-3	3	-0.9	-0.1	0	-2	11	3
O=C(NC(=S)Nc1ccc(NC(=O)c2cccs2)cc1)c1cc2ccccc2o1	/	4	-2	1	0.1	0.9	-8	9	-1	-9
Cc1ccc(OCCN2CCCCCC2)c(C)c1	/	-3	-8	0	0.5	0.3	-3	1	-1	3
Cc1[nH]c2ccc(C(=O)NCCN3CCCCCC3)cc2c1C	-4	0	0	8	-1.2	/	4	11	-3	1
Cc1nn(-c2ccccc2)c(Cl)c1/C=C1/C(=N)N2N=C(C(C)C)SC2=NC1=O	0	-5	1	0	0.4	-4.6	-3	1	-10	-1
O=C(O)CCCNS(=O)(=O)c1ccc2c(c1)OCCCO2	/	-1	1	0	-0.2	0.7	-8	6	2	4
CN(C)c1ccc(C(=O)N2CCCC2)cc1	1	-6	2	3	-0.4	1.1	-10	/	-2	-4
CC(=O)c1ccc(N2CCN(S(=O)(=O)c3ccc4c(c3)CC(C)N4C(C)=O)CC2)cc1 (configuration not stated)	-5	-1	-2	-5	-2.0	0.5	4	-9	0	-5
CCOC(=O)COc1ccc(S(=O)(=O)N2CCN(C(=O)OCC)CC2)cc1	0	-1	0	0	-0.2	0.0	-6	19	-10	-1
Cc1ccnc2nc(C(=O)OCC(=O)NCCc3ccccc3)nn12	-3	-1	1	16	-0.9	-1.5	2	4	1	-1
O=C(Nc1nnc(-c2cccs2)o1)C1CC1	0	/	-2	-4	-0.9	-0.1	3	12	1	-7
COC(=O)CN1C2=NCCCN2c2ccccc21	-1	-6	-1	2	-0.2	-0.8	-5	-7	8	1
O=c1[nH]n(-c2ccccc2)c(=O)c(Cl)c1Cl	-1	/	-2	5	1.0	-1.1	4	3	7	-1
CCc1ccc(-c2nc(-c3ccncc3)no2)cc1	/	-2	-4	-4	-1.7	-0.4	4	-3	-7	-10
O=C(Nc1cccc(S(=O)(=O)N2CCOCC2)c1)C12CC3CC(CC(C3)C1)C2	-5	-2	-1	-6	-0.6	-2.0	-11	3	12	4
COC(=O)c1nn(-c2ccc(C)cc2)c2nnc(Cc3ccccc3)c(=O)n12	37*	-9	1	6	-0.3	-1.4	-3	-5	-1	1
Oc1cc2c(cc1O)CN(C(=S)NCCc1ccc(Cl)cc1)CCC2	-4	13	-2	-2	-1.3	1.9	10	21	-15	-3
Cn1ccsc1=NC(=O)c1ccc(CS(C)(=O)=O)cc1	4	3	0	1	-1.8	0.0	-3	-8	-3	-3
Cc1nn(CC(=O)Nc2ccccn2)c(C)c1[N+](=O)[O-]	/	0	-2	-1	-0.4	-1.0	-12	-1	1	6
CSc1nc(C)c2c(n1)N(c1cccc(C)c1)CC2	-3	-1	2	0	-0.5	-0.5	-11	5	11	-2
CCOC(=O)N1CCN(CCC(=O)Nc2ccc(OC)cc2)CC1	/	1	0	-4	-0.1	-4.3	-3	-1	1	-1
CSc1nnc(-c2ccc(O)cc2)n1C	-2	-2	-2	-1	-0.2	1.4	0	-4	13	1
CC(C)OC(=O)c1cc2c(ccn2-c2ccc(F)cc2)n1CC(=O)N1CCN(C(=O)c2ccco2)CC1	-3	1	-2	-6	-0.8	1.7	-3	-3	-7	-21
Cc1ccc(C2(c3noc(CN4CCOCC4)n3)CCCC2)cc1	-1	-1	1	-7	0.7	-0.3	1	4	6	3
COc1ccc(Br)cc1S(=O)(=O)N1CCCC1	-4	-6	1	0	/	2.0	2	-2	8	1
Cc1ccc([N+](=O)[O-])cc1N=C(c1ccc([N+](=O)[O-])cc1)N1CCOCC1	-1	-1	-1	3	-0.7	-0.1	10	3	-7	-8
COc1cccc(-n2cn[nH]c2=S)c1	1	-2	3	0	-0.4	-0.8	-6	/	-11	-10
COc1ccc([C@@H]2C[C@H]3CN(c4ccccc4)C(=O)[C@]34CCCN24)c(OC)c1OC	1	1	-3	1	-1.7	-0.5	-7	-1	8	-2
CCc1ccc(NC(=O)CN2CCN(c3ccc(OC)cc3)CC2)cc1	2	3	0	-3	-0.2	0.7	-2	-1	/	3
Cn1cc(CC(=O)NCc2ccc(F)cc2)c2ccccc21	0	-5	-1	-3	-1.0	-0.9	-5	8	8	-3
CCS(=O)(=O)c1nc(S(=O)(=O)c2ccc(Cl)cc2)c(NCc2ccco2)s1	/	-3	5	7	-3.2	0.1	0	-11	-6	0
Nc1nc(Oc2ccc(F)cc2)c(Br)c(=O)[nH]1	1	-1	-2	-6	-1.2	6.8	22	6	/	-10
Cc1c(C(=O)NCCCc2ccccc2)cccc1[N+](=O)[O-]	-2	2	-4	-3	-0.9	-0.2	4	-3	11	1
Cc1ccc(C)c2[nH]c(=O)c(CN(CC3CCCO3)C(=S)NCc3ccco3)cc12 (configuration not stated)	-1	-4	0	-4	-3.6	0.3	10	-5	-9	-13
COC(=O)c1ccc(NC(=S)NCCc2ccc(OC)cc2)cc1	-2	1	0	-3	-30	-0.8	10	2	-13	-5
O=C(NNC(=S)Nc1ccc(F)c(Cl)c1)C1CC1	1	/	-2	2	-0.2	2.5	25	-5	5	3
Cc1ccc(S(=O)(=O)N2CN(CC3CCCO3)c3nc4ccccc4nc32)c(C)c1 (configuration not stated)	-1	-5	-4	2	-1.4	1.3	0	-5	-1	-3
O=C(CN1C(=O)/C(=C/c2ccccc2)SC1=S)NC1CCS(=O)(=O)C1 (configuration not stated)	-1	0	5	-3	-1.2	2.6	-4	1	-17	4
Cc1ccc(CN2C(=O)COc3cc(NS(C)(=O)=O)ccc32)cc1	0	3	-2	3	-1.0	-0.9	7	3	/	-4
O=C(OCC(=O)N1CCCC1=O)c1cc2ccccc2o1	1	/	-3	-4	-1.1	0.3	-3	26	-8	-3
O=C(CCc1ccccc1)Nc1ccnn1C1CCN(Cc2ccc(OCCO)cc2)CC1	0	/	-4	1	-3.9	-0.4	-5	-2	1	-5
CC1CCC(NC(=O)CN(C)S(=O)(=O)c2cnc[nH]2)CC1 (configuration not stated)	0	/	2	-1	0.0	-1.4	-5	-5	2	5
O=C(Cc1ccc(Cl)cc1)Nc1ccc(N2CCCC2)cc1	/	-10	-2	6	0.4	0.6	-2	0	8	-7

More results.
SMILES	Wnt bcat act	CAL PDZ FP-1	V-ATPase pHluor	RTF Ca sens act	CAL PDZ FP-2	CDK5 p35 inh	Tat transport	Rtt109 HAT inh	MITF TRPM1 HTS	dFosB act
CCOC(=O)[C@H]1[C@H]2COc3ccc(Br)cc3[C@@H]2N2C(=O)c3c(C)cc(C)cc3NC(=O)[C@@]12C	-5	-3	2	1	-2.2	0.4	-5	-6	-1	?
COc1ccc(CNC(=O)NC2CCCCC2)cc1	-2	-4	0	8	-1.0	-3.0	-11	5	32	1
O=C(NC12CC3CC(CC(C3)C1)C2)c1cccc([N+](=O)[O-])c1	-1	-5	0	-4	-1.4	-1.2	7	-2	-8	0
O=C(c1ccc2ccccc2c1)N1CCCC1	0	-7	-1	4	0.0	0.1	-4	-4	17	-2
O=C(CS(=O)(=O)c1cn(CC(=O)N2CCOCC2)c2ccccc12)NCc1ccccc1	1	-1	7	-2	-2.8	-0.2	-3	0	1	-6
Cc1cc[n+](CC2OCc3ccccc3CO2)cc1	5	/	-2	0	0.6	0.4	-7	19	/	-2
O=C(Cn1c(NCCCO)nc2ccccc21)c1ccc(Cl)cc1	0	6	4	-7	1.1	0.4	-2	-3	-6	-2

Screening data from PubChem.

Outcome played no part in choosing rows; any-hit rate near 4.1%.
